SIRT5 block – inhibitors of human sirtuin-5 desuccinylase. Purified SirT5, succinyl-peptide AMC, trypsin-coupled fluorescence. inhibition, % at 15 µM. 330,000 compounds, 1.1% hits. AID 652115; in the data active = inhibition above about 15%; inconclusive = no clear call, values can overlap the other calls
Target sequence (Q9NXA8 whole entry, looked up): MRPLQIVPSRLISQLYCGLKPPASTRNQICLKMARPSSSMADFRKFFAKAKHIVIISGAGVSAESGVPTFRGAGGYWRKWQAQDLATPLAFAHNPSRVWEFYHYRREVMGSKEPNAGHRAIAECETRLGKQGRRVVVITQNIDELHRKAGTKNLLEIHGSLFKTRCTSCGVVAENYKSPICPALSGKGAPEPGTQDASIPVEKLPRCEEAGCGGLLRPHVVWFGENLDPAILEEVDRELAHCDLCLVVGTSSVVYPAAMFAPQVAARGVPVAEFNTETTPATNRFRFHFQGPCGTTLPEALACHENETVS
PAX8 inh HTS – lowers PAX8-driven luciferase in RMG-I cells | RMG-I TPO-luciferase reporter, SteadyGlo, 24 h | inhibition, % at 12.6 µM | 360,000 compounds, 1.2% hits;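 active = mean replicate inhibition at least 60% with every replicate also reaching 60%; inconclusive = only one of the two criteria is met; inactive = mean below 60% and not all replicates reaching 60%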;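 also: luciferase light reporting Pax8 driven TPO promoter activity; plate controls were median of neutral control wells for no effect and mitoxantrone controls for full effect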
EWS-Fli inh – inhibitors of EWS/Fli oncoprotein transcriptional activity. A673 NR0B1-luciferase reporter, viability-normalised. inhibition, % at 12.6 µM. 350,000 compounds, 0.67% hits. AID 651661;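 active = mean inhibition of at least 50% after viability correction, with every replicate also passing that limit; inconclusive = mean reaches 50% but only one of two replicates passes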;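 also: firefly luciferase signal divided by Alamar Blue viability fluorescence both relative to DMSO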
CASP6 VEID inh – inhibitors of human caspase-6; P55212; purified caspase-6, Z-VEID-R110 cleavage fluorescence; inhibition, % at 12.5 µM; 350,000 compounds, 0.53% hits;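 active = mean inhibition across replicates at least about 35%, with every replicate also reaching that limit, limit read from the data; inconclusive = only one of the two criteria met; inactive = neither criterion met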;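 also: 0% = median of neutral control wells and 100% = no fluorescence left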
Target sequence (P55212 24-179 limits assumed): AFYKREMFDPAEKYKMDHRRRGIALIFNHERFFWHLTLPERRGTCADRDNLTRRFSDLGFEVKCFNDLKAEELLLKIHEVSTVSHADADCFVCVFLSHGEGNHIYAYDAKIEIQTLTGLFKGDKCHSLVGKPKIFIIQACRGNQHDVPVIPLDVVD
Target sequence (P55212 194-293 limits assumed): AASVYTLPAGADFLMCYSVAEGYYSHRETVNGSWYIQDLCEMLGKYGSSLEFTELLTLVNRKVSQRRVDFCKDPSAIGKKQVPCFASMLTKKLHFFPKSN
DENV2 CPE rescue – protects cells from dengue virus 2 cytopathic effect. CPE inhibition, % at 9.99 µM. 350,000 compounds, 1.7% hits. DENV2-infected cells, cytopathic effect rescue, plate reader; in the data active = CPE inhibition above about 20%, passing the limit was not always enough; inconclusive = no clear call, values can overlap the other calls; tested in BHK-21 cells;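 also: 0% = median of neutral control wells and 100% = median of positive control wells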
ARNT TACC3 PPI – ARNT/TACC3 interaction disruption; Q9Y6A5; AlphaScreen His-ARNT PAS-B/GST-TACC3 binding, luminescence; TACC3 fragment carries E629A point mutation; inhibition, % at 9.99 µM; 390,000 compounds, 0.66% hits; AID 623870;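 active = mean inhibition of replicates at least 50% and at least half of replicates each reaching 50%; inconclusive = half or more replicates reach 50% but mean below 50%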;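 also: 0% = complete ARNT plus TACC3 wells and 100% = ARNT alone without TACC3; many hits fall short of the cut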
LGR2 antag – Drosophila LGR2 receptor signaling inhibition | HEK293 LGR2, CRE-luciferase, bursicon-stimulated, 4 h | inhibition, % at 9.99 µM | AID 720647 | 380,000 compounds, 0.35% hits;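 active = drop in luminescence signal, shown as inhibition above about 50% in the replicate tests, limit read from the data, passing the limit was not always enough; inconclusive = probably only some replicates passing the limit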;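 also: agonist challenge used bursicon conditioned medium at about half maximal strength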
* marks the source's active call; other numbers are inactive results; ? = inconclusive; · = not tested or not shown; & = joins results of further samples.

[1] Cc1ccc(N2CC(C(=O)OCC(=O)c3ccc([N+](=O)[O-])cc3)CC2=O)cc1 (stereo not given)
[2] O=C(CC(F)(F)F)N1C[C@H]2[C@@H](c3ccccc31)[C@@H](CO)N2Cc1cccnc1
[3] CN1C(=O)/C(=C/c2cn(CC(=O)NCc3ccco3)c3ccccc23)NC1=S
[4] CS(=O)(=O)Nc1cccc(-c2ccc3nncn3c2)c1
[5] C=CCn1c(-c2c(C)nc3cc(C)ccn23)n[nH]c1=S
[6] COC(=O)[C@]12CCCCC=C1N(Cc1ccco1)C(=O)[C@H](CC(=O)NCCc1ccccc1OC)C2
[7] CCCNC(=O)NC(=O)CSc1nc2ccccc2n1CC(C)C
[8] O=S1(=O)CC(N2CCCCC2)CN1CCc1ccccc1 (stereo not given)
assay / compound,1,2,3,4,5,6,7,8
SIRT5 block,-2,5,2,0,-3,3,-3,-7
PAX8 inh HTS,11,0,15,7,-28,8,·,1
EWS-Fli inh,4,-8,8,7,1,3,7,-6
CASP6 VEID inh,0,-1,5,1,-1,1,0,-4
DENV2 CPE rescue,-1,27*,4,-4,-11,13,-3,9
ARNT TACC3 PPI,·,4,·,·,2,·,4,·
LGR2 antag,2,-20,12,6,-6,-3,26,-4

[9] COc1ccc(C(CNC(=O)c2cccc(NS(=O)(=O)c3ccc(Br)cc3)c2)N(C)C)cc1 (stereo not given)
[10] O=C(C1CCCC1)N1[C@@H](CO)[C@@H]2c3ccccc3N(S(=O)(=O)c3ccc(F)cc3)C[C@@H]21
[11] COCc1cn(CC[C@@H]2CC[C@H](NC(=O)Nc3c(C)noc3C)[C@H](CO)O2)nn1
[12] O=C1C2C3c4ccccc4C(c4ccccc43)C2C(=O)N1Cc1ccccn1 (stereo not given)
[13] CC(=O)N1CCCCN2[C@H](CO)[C@H](c3ccc(Br)cc3)[C@@H]2C1
[14] COc1cc(/C=C2\SC(=O)NC2=O)ccc1OCC(=O)N1CCOCC1
[15] COc1ccc(NC(=O)N(C)C[C@H]2Oc3ccc(NS(=O)(=O)c4ccc(OC)cc4)cc3CC(=O)N([C@H](C)CO)C[C@@H]2C)cc1
[16] C[C@H]1CN([C@@H](C)CO)S(=O)(=O)c2ccc(C#Cc3ccccc3)cc2O[C@H]1CN(C)CC1CC1
assay / compound,9,10,11,12,13,14,15,16
SIRT5 block,3,-1,4,-4,12,-3,-6,-2
PAX8 inh HTS,11,7,-2,-3,-5,-21,-43,·
EWS-Fli inh,-2,-4,1,0,-6,-9,6,25
CASP6 VEID inh,15,-1,2,0,-2,1,0,-1
DENV2 CPE rescue,-3,-10,2,-5,8,-4,-3,35*
ARNT TACC3 PPI,13,2,22,2,-10,-3,-6,6
LGR2 antag,-9,-6,-4,25,3,-14,6,1

[17] O=C(NCC1CC1)[C@H]1[C@H](CO)[C@H]2Cn3c(ccc(-c4cccc(F)c4)c3=O)[C@H]2N1CC1CCOCC1
[18] N#Cc1c(-c2ccccc2)ccnc1N1CCOCC1
[19] O=C(NCc1cc(F)cc(F)c1)[C@H]1[C@H](CO)[C@H]2Cn3c(cccc3=O)[C@@H]1N2C(=O)Cc1ccccn1
[20] CC(C)(C#N)Cc1cc(CC(C)(C)C#N)cc(C(C)(C)C)c1
[21] CCOCCCNC(=O)c1ccc(Cn2c(=S)[nH]c3c([nH]c4ccc(OC)cc43)c2=O)cc1
[22] CC(C)N1C(=O)S/C(=C/c2ccccc2OCc2ccc(C(=O)O)cc2)C1=O
[23] Cc1ccc(C(=O)O)cc1S(=O)(=O)Nc1ccccc1C(=O)NC1CC1
[24] COc1ccc(-n2nc(C(=O)NCC(=O)N3CCOCC3)c3ccccc3c2=O)c(OC)c1
assay / compound,17,18,19,20,21,22,23,24
SIRT5 block,-2,0,-1,·,-4,2,1,4
PAX8 inh HTS,·,-2,-4,-12,-11,-6,-10,-12
EWS-Fli inh,-1,-18,-10,6,10,-9,-6,-11
CASP6 VEID inh,2,8,-3,-3,2,7,7,-6
DENV2 CPE rescue,-5,10,-10,9,·,1,-11,9
ARNT TACC3 PPI,-2,-12,3,-2,-3,-4,-6,-7
LGR2 antag,6,-33,-9,-3,8,-15,7,13

[25] NCC[C@H]1CC[C@H](NS(=O)(=O)Cc2ccccc2)[C@@H](CO)O1
[26] CC(C)c1nc2ccc(C(=O)O)cc2[nH]1
[27] O=C1CN(c2ccccc2)C(=S)N1c1ccccc1
[28] COc1ccccc1Cc1c(-c2ccc(OC)c(OC)c2)nc2cc(C)c(Br)c(C)n12
[29] O=C1CCCN2N=C(SCC(=O)N3CCCCC3)SC2=N1
[30] COc1cc(C2NC(=O)NC(C)=C2C(=O)OCC2CCCO2)cc(OC)c1OC (stereo not given)
[31] CCCNC(=O)C(Cc1ccccc1)NC(=O)c1ccc(C(F)(F)F)cc1 (stereo not given)
[32] CCCNC(=O)N1CC2(C1)[C@@H](c1ccccc1)[C@H](CO)N2CC1CC1
assay / compound,25,26,27,28,29,30,31,32
SIRT5 block,1,-1,-2,-5,-3,-1,·,-3
PAX8 inh HTS,8,·,5,12,-12,-11,-9,-8
EWS-Fli inh,-5,10,-1,7,-1,8,-3,-15
CASP6 VEID inh,-8,3,0,-3,0,-3,-4,3
DENV2 CPE rescue,·,·,-1,-10,-2,-1,·,?
ARNT TACC3 PPI,11,-1,-6,·,0,·,0,·
LGR2 antag,89*,8,0,-12,3,1,-20,-2

Some of the entries above, reformatted:
nr	compound	SIRT5 block	PAX8 inh HTS	EWS-Fli inh	CASP6 VEID inh	DENV2 CPE rescue	ARNT TACC3 PPI	LGR2 antag
9	COc1ccc(C(CNC(=O)c2cccc(NS(=O)(=O)c3ccc(Br)cc3)c2)N(C)C)cc1 (stereo not given)	3	11	-2	15	-3	13	-9
29	O=C1CCCN2N=C(SCC(=O)N3CCCCC3)SC2=N1	-3	-12	-1	0	-2	0	3

Next section
[33] COc1ccc2c(c1)C(=O)N(Cc1ccccc1)C(=O)C2(C)C
[34] C/C(=N/NC(=O)c1cc(-c2cccc([N+](=O)[O-])c2)n[nH]1)c1ccc(Cl)cc1
[35] C[C@@H]1CN([C@H](C)CO)C(=O)c2cc(NC(=O)C3CCCCC3)ccc2O[C@@H](C)CCCCO[C@H]1CN(C)C(=O)c1ccncc1
[36] Cc1cc(C)cc(C(=O)NC(CC(N)=O)c2ccc(NC3CCCCCCCCCCC3)c([N+](=O)[O-])c2)c1 (stereo not given)
[37] COc1ccc(NC(=O)Nc2ccc3c(c2)C(=O)N([C@@H](C)CO)C[C@H](C)[C@H](CN(C)S(=O)(=O)c2cccs2)OCCCC[C@H](C)O3)cc1
[38] COCC(=O)Nc1ccc2c(c1)OC[C@H](C)N(C(=O)Cc1cccnc1)C[C@@H](C)[C@H](OC)CN(C)C2=O
[39] Cc1ccc(OCC(=O)NC2CC(C)(C)NC(C)(C)C2)c(C)c1
[40] COc1cc(C=NOC(=O)Nc2ccccc2)cc(OC)c1OC
assay / compound,33,34,35,36,37,38,39,40
SIRT5 block,-4,·,-3,·,-5,1,-4,-1
PAX8 inh HTS,-31,10,13,-3,·,·,16,-21
EWS-Fli inh,0,·,-7,2,5,-6,2,-8
CASP6 VEID inh,6,·,1,2,1,2,3,1
DENV2 CPE rescue,2,·,?,0,0,26*,-6,14
ARNT TACC3 PPI,2,-5,-12,-2,25,·,-2,1
LGR2 antag,-6,0,10,-1,2,3,2,-58

[41] O=C(O)CC1=C(Nc2ccccc2)C(=O)N(c2ccccc2)C1c1ccc(Br)cc1 (stereo not given)
[42] O=C(c1ccc(S(=O)(=O)N2CCOCC2)cc1)N(c1ccc(F)cc1)C1C=CS(=O)(=O)C1 (stereo not given)
[43] CCCc1cc2c(cc1NC(=O)c1ccc(C(C)(C)C)cc1)OCO2
[44] O=C(C[C@H]1C/C=C\CC[C@H](Cc2ccc(F)cc2)C(=O)OC[C@@H]2CCCN2C1=O)N[C@H](CO)Cc1ccccc1
[45] COC(=O)Cc1nnc(SCC(=O)Nc2ccccc2)c2ccccc12
[46] CN(Cc1ccccc1)C(=O)COC(=O)c1cc2ccccc2oc1=O
[47] CC(C)Cn1c(-c2ccc(Cl)cc2)cnc1SCC(=O)N1CCOCC1
[48] COC(=O)CCC(=O)NNC(=O)c1cccc(Br)c1
assay / compound,41,42,43,44,45,46,47,48
SIRT5 block,17*,-2,1,-2,-2,13,-4,·
PAX8 inh HTS,2,·,19,-25,15,3,·,4
EWS-Fli inh,-17,6,-33,-6,-16,-6,8,·
CASP6 VEID inh,7,0,3,0,3,4,-3,·
DENV2 CPE rescue,-3,-4,-9,4,-6,1,-1,·
ARNT TACC3 PPI,4,-1,·,-6,0,1,11,-3
LGR2 antag,-29,8,-14,11,16,14,15,28

Some values from above:
For SIRT5 block, O=C(c1ccc(S(=O)(=O)N2CCOCC2)cc1)N(c1ccc(F)cc1)C1C=CS(=O)(=O)C1 (stereo not given) reads -2
For LGR2 antag, CCCc1cc2c(cc1NC(=O)c1ccc(C(C)(C)C)cc1)OCO2 reads -14
For ARNT TACC3 PPI, COC(=O)CCC(=O)NNC(=O)c1cccc(Br)c1 reads -3
For CASP6 VEID inh, CN(Cc1ccccc1)C(=O)COC(=O)c1cc2ccccc2oc1=O reads 4
For DENV2 CPE rescue, CC(C)Cn1c(-c2ccc(Cl)cc2)cnc1SCC(=O)N1CCOCC1 reads -1

Going on with the list.
[49] COc1ccc(-n2nc(C(=O)NCC(=O)NCC3COc4ccccc4O3)c3ccccc3c2=O)cc1OC (stereo not given)
[50] O=C(COC(=O)c1ccccc1F)NNC(=O)c1ccccc1
[51] CCCNC(=O)C[C@H]1CC[C@H]2[C@@H](COc3ccc(NC(=O)NCCC)cc3C(=O)N2C)O1
[52] Cc1noc(C)c1S(=O)(=O)Nc1ccc2c(c1)CC(=O)N([C@@H](C)CO)C[C@H](C)[C@@H](CN(C)Cc1ccccc1)O2
[53] C[C@H](CO)N1C[C@H](C)[C@H](CN(C)S(=O)(=O)c2cn(C)cn2)OCc2ccccc2-c2ccccc2C1=O
[54] O=C(CCN1C(=O)C2C3CCC(C3)C2C1=O)OCC(=O)c1cccc([N+](=O)[O-])c1 (stereo not given)
[55] C[C@@H]1CCCCO[C@@H](CN(C)S(=O)(=O)c2cccs2)[C@@H](C)CN([C@@H](C)CO)C(=O)c2cc(NS(=O)(=O)c3ccc(Cl)cc3)ccc2O1
[56] O=C(CC(=O)Nc1cc(Cl)ccc1Cl)Nc1cc(Cl)ccc1Cl
assay / compound,49,50,51,52,53,54,55,56
SIRT5 block,0,2,7,1,-6,-8,·,-1
PAX8 inh HTS,20,-15,-28,6,-4,13,-38,18
EWS-Fli inh,-6,0,·,6,-2,5,-17,6
CASP6 VEID inh,2,3,·,-1,0,3,·,3
DENV2 CPE rescue,0,-2,-4,3,-2,-8,·,1
ARNT TACC3 PPI,-15,2,·,4,-1,-1,·,-22
LGR2 antag,0,-3,-15,13,-24,-2,1,·

[57] COc1ccc(Cn2c(CCC(=O)Nc3ccccc3OC)nc3cccnc32)cc1
[58] COc1ccc(N2CCN(Cc3csc(C)c3-c3ccc(C)cc3)CC2)cc1
[59] CCN(CC)C(=O)/C(=C/c1cccc([N+](=O)[O-])c1)NC(=O)c1ccco1
[60] CCO[C@H]1OC(C(=O)N2CCN(Cc3ccc4c(c3)OCO4)CC2)=C[C@@H](c2ccc3c(c2)OCO3)[C@@H]1CCCO
[61] O=C(CCCCCNC(=O)N1CCn2c1nc1ccccc12)N[C@@H](Cc1ccccc1)C(=O)O
[62] O=C(NCc1ccc(F)cc1)[C@H]1[C@H](CO)[C@H]2Cn3c(ccc(-c4cccnc4)c3=O)[C@@H]1N2
[63] Cc1c(C)n(Cc2ccccc2)c2ncnc(NCCO)c12
[64] CCCNC(=O)[C@@H]1[C@@H](CO)[C@@H]2Cn3c(ccc(C4=CCCC4)c3=O)[C@H]1N2Cc1ccncc1
assay / compound,57,58,59,60,61,62,63,64
SIRT5 block,2,-5,8,0,·,-38,1,-6
PAX8 inh HTS,-19,11,9,-9&18,·,-10,24,-11
EWS-Fli inh,0,13,5,5&-6,-7,3,19,2
CASP6 VEID inh,3,0,5,2,0,2,-1,-4
DENV2 CPE rescue,0,4,-6,0&-15,-5,2,10,6
ARNT TACC3 PPI,4,16,-9,1&-1,8,3,7,-7
LGR2 antag,·,-12,-37,-9,-26,0,·,9

Source: PubChem (Broad Institute)
